# DDE Tn7 FP inh – disrupts Tn7 cyclic peptide binding to fibrin D-Dimer-E complex; P02675; FP displacement of FITC-Tn7 peptide from fibrin DD(E); 0% = median of compound wells per plate; inhibition, % at 8.3 µM; hit rate 0.13% among 370,000;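 active = inhibition above the mean of compounds falling within the control limits plus 3 SD of them, cut at about 14% in these data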;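 note: 0% = plate median of compound wells and 100% = 10 µM Aha-Tn7 peptide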
# Target sequence (P02675 whole entry, looked up): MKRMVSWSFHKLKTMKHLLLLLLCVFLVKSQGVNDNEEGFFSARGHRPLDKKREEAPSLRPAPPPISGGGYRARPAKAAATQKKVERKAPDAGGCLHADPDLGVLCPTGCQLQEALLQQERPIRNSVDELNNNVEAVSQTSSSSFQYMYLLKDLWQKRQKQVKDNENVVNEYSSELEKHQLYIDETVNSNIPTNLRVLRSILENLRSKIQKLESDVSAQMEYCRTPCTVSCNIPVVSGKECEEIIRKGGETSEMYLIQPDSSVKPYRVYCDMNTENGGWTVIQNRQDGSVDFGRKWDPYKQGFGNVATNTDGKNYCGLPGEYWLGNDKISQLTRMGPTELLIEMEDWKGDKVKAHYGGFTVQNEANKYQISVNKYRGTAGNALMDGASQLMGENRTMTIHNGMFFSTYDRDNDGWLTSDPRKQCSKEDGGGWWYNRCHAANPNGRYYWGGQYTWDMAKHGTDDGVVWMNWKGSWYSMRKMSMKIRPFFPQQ
#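 Assay system: human fibrin DD(E). Input: DD(E) 2 µM final. Medium: Tris buffer with calcium and detergent, pH 7.8. Compound dosing: single point at 8.3 µM. Timing: 10 min plus 3 h, room temperature. Technique: fluorescence polarization of the labelled Tn7 tracer. Read-out: percent inhibition. Replicates: singlicate testing.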
# ADAM17 inh – inhibits human ADAM17 | recombinant ADAM17, EDANS/DABCYL FRET peptide cleavage | inhibition, % at 6.95 µM | AID 720648 | P78536 | hit rate 0.83% among 370,000;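 active = inhibition above the mean of compounds lying between control limits plus 3 SD, set per campaign, cut at about 8.5% in these data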;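 note: 0% = DMSO-only wells as the low control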
# ASAP1 inh – inhibitors of human ASAP1 ArfGAP activity. Q9ULH1. ASAP1-stimulated ARF1 GTP hydrolysis, GDP FP detection. inhibition, % at 16.5 µM. hit rate 0.19% among 360,000. AID 624377; in the data active = inhibition above about 25%;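 note: 0% = vehicle with enzyme and substrate and 100% = no enzyme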
# Target sequence (Q9ULH1 325-724 limits assumed): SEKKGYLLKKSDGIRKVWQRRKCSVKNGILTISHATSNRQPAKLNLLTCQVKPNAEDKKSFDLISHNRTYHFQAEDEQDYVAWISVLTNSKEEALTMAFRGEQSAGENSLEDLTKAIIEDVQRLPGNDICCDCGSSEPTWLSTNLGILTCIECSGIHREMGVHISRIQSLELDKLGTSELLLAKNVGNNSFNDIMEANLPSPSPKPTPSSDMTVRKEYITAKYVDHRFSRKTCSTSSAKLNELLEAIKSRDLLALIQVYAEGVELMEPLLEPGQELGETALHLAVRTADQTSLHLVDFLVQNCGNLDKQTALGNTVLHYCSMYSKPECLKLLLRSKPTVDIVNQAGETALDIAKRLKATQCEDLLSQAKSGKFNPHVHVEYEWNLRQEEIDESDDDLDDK
# LEDGF integ inh – blocks HIV-1 LEDGF/p75-dependent DNA integration; hit rate 0.64% among 370,000; AID 743269; TR-FRET IN-LEDGF/p75 DNA integration, Eu/Cy5; inhibition, % at 3.7 µM;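 active = inhibition above the screen-wide mean plus 3 SD, cut at about 13% in these data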;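 note: signal is the Cy5 over europium emission ratio at 671 and 618 nm; 0% = plate median of compound wells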
# TDP2 absorb – blocks human TDP2 phosphodiesterase activity; inhibition, % at 12.8 µM; hit rate 0.34% among 370,000; O95551; recombinant TDP2, T5PNP hydrolysis, p-nitrophenol absorbance 415 nm;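 active = inhibition above the mean of all tested compounds plus 3 SD, set per campaign, cut at about 25% in these data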;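 note: 0% = DMSO with enzyme and 100% = buffer with substrate but no TDP2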
#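 Assay system: Recombinant human TDP2 | Quantity: 120 nM TDP2 per well | Incubation: 2 h at 37 °C | Signal: Epi absorbance | Evaluation: Percent inhibition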
# ADAM10 inh – inhibits human ADAM10. recombinant ADAM10, EDANS/DABCYL FRET peptide cleavage, 3 h. AID 720582. inhibition, % at 7 µM. O14672. hit rate 0.62% among 370,000;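 active = inhibition above a per-campaign cutoff equal to the mean of compounds falling between control-based bounds plus 3 SD, cut at about 20% in these data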;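 note: 0% = DMSO wells while the 100% control is not disclosed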
# DDE Tn6 FP inh – disrupts Tn6 cyclic peptide binding to fibrin D-Dimer-E complex; P02675; Fibrin DD(E) TRITC-Tn6 fluorescence polarization displacement; inhibition, % at 8.3 µM; hit rate 0.21% among 370,000;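 active = inhibition above a per-campaign cutoff: mean of compounds within control limits plus 3 SD, cut at about 15% in these data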;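 note: 0% = median of all compound wells on the plate and 100% = blocking peptide control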
# KLK7 zymogen act – activators of human kallikrein-7 zymogen; hit rate 0.9% among 370,000; purified proKLK7, EDANS-DABCYL substrate fluorescence; 100% is mature enzyme control, 0% vehicle; AID 652039; P49862; activation, % at 7 µM;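 active = activation above the mean of all tested compounds plus 3 SD, computed per campaign excluding outliers beyond control limits, cut at about 13% in these data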
# PLC-gamma1 inh – blocks human PLC-gamma1 enzyme activity; P19174; purified PLC-gamma1, fluorogenic substrate, fluorescence; inhibition, % at 12.2 µM; hit rate 0.84% among 370,000; AID 720700; in the data active = inhibition above about 9.5%
# ARFGAP1 inh – rat ARFGAP1 inhibition; Q62848; Arfgap1-stimulated ARF1 GTP hydrolysis, GDP FP detection; inhibition, % at 16.5 µM; hit rate 0.26% among 360,000; AID 651572;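 active = inhibition above a per-plate limit, mean inhibition of low control wells plus 3 SD, cut at about 25% in these data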;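 note: 0% = DMSO wells with enzyme and 100% = wells lacking Arfgap1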
# Target sequence (Q62848 1-136 limits assumed): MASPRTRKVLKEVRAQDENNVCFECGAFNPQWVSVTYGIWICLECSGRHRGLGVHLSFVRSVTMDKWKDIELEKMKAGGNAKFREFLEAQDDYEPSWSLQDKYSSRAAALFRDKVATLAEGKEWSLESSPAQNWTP
#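 Repeats: one replicate per compound; assay system: rat Arfgap1 catalytic domain, aa 1-136; times: enzyme reaction 120 min at 25 °C after 20 min preincubation; detection: FP of antibody-bound GDP Alexa 633 tracer, ex 620/em 688 nm; benchmarks: high control wells lacking Arfgap1, low control full reaction with DMSO; reagent: human ARF1(Δ1-17)-GTP substrate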
# An asterisk follows results filed as active; i = inactive; · = not tested or not shown.
DDE Tn7 FP inh,TDP2 absorb,ADAM17 inh,ADAM10 inh,ARFGAP1 inh,LEDGF integ inh,DDE Tn6 FP inh,KLK7 zymogen act,ASAP1 inh,PLC-gamma1 inh,compound
2,-7,-4,-2,-8,2,1,-0.1,-10,-2,CCS(=O)(=O)N1CCCC(C(=O)NC2CCCCC2C)C1 (centres undefined)
2,5,-1,5,4,0,1,0.4,-5,0,CCc1sc(NS(C)(=O)=O)nc1-c1ccccc1
4,-1,-7,-25,-2,-1,3,1.1,8,-21,COC(=O)C1=CN(c2ccc3c(c2)OCO3)C(N)=C(C#N)C1c1cccc(F)c1 (centres undefined)
4,9,1,2,2,6,-3,-0.9,-5,3,CC1(C)CC(=S)Nc2ccccc2S1
4,-10,-5,-2,·,4,11,-0.4,·,-2,COc1cccc(N(C)C(=O)[C@@H](C2CC2)[C@@H](O)c2ccc(C(C)=O)cc2)c1
-2,1,-2,-2,-1,5,-1,0.4,-4,0,CCOc1ccc(N(CC(=O)NC2CCCCC2)C(=O)CNC(=O)c2cccs2)cc1
-10,-8,-1,7,-1,-3,-5,-0.1,3,5,CC(C)=C1C2CCC1C1C(=O)N(c3ccc(C)c(C)c3)C(=O)C21 (centres undefined)
-2,-3,-1,2,-3,-2,9,0.5,-6,2,Cn1c(=O)c2c(nc(Oc3ccc(-c4ccccc4)cc3)n2C)n(C)c1=O
0,7,0,8,11,6,3,0.1,8,1,CCOc1ccc(N2C(=O)CC(Cc3cc(C)cc(C)c3)C2=O)cc1 (centres undefined)
6,-1,-1,1,7,0,0,0.4,6,-1,CCCN(CC(=O)Nc1ccccc1C)C(=O)CCl
12,-8,-7,-8,8,2,-2,0.0,-4,-2,CCOc1ccc(/C=N/Nc2cc(N3CCOCC3)ncn2)c(O)c1
7,1,-7,-22,4,0,5,0.4,0,-2,Cc1nc2sccn2c(=O)c1S(=O)(=O)NCC1CCN(Cc2ccc(Cl)cc2)CC1
-3,-1,-1,8,-11,0,7,0.5,-11,1,CCC(=O)Nc1ccc(-c2nnc(SCc3ccc(C(=O)Nc4nccs4)cc3)n2CC)cc1
-2,8,-1,1,7,1,-8,-0.6,3,0,Nc1cc(N2CCCCCC2)c2nonc2c1[N+](=O)[O-]
-4,-3,1,-7,5,3,-1,-0.2,-14,0,O=C(NCc1ccco1)C(c1cccnc1)N(C(=O)Cn1nnc2ccccc21)c1ccc(F)cc1 (centres undefined)
-12,-9,2,13,-3,1,-5,0.5,10,5,Cc1ccc(-c2cnc(SCC(=O)N3CCCc4ccccc43)n2C)cc1
-2,-4,4,0,2,2,2,-0.6,1,3,Cc1ccc(CN(C(=O)c2ccc([N+](=O)[O-])cc2)C2CCS(=O)(=O)C2)o1 (centres undefined)
-4,2,-2,-2,-6,-2,-6,-0.1,10,1,Cc1cc2c(cc1S(=O)(=O)N1CCN(c3ccccc3)CC1)OCC(=O)N2
4,11,-20,5,7,-1,5,0.8,7,-2,COc1ccc(N=C2S/C(=C\c3ccc(C)s3)C(=O)N2CC(C)C)cc1
3,6,-5,-13,4,1,1,0.4,-9,1,COc1ccc(OC)c(CN2C(=O)CSCC2(C)C(=O)NC(C)C)c1 (centres undefined)

# Brought forward from above: three compounds, then new ones.
DDE Tn7 FP inh,TDP2 absorb,ADAM17 inh,ADAM10 inh,ARFGAP1 inh,LEDGF integ inh,DDE Tn6 FP inh,KLK7 zymogen act,ASAP1 inh,PLC-gamma1 inh,compound
-4,2,-2,-2,-6,-2,-6,-0.1,10,1,Cc1cc2c(cc1S(=O)(=O)N1CCN(c3ccccc3)CC1)OCC(=O)N2
4,11,-20,5,7,-1,5,0.8,7,-2,COc1ccc(N=C2S/C(=C\c3ccc(C)s3)C(=O)N2CC(C)C)cc1
3,6,-5,-13,4,1,1,0.4,-9,1,COc1ccc(OC)c(CN2C(=O)CSCC2(C)C(=O)NC(C)C)c1 (centres undefined)
-8,3,-1,4,-2,-1,0,-0.2,13,0,COc1cc(OC)cc(C(=O)NCc2ccc3c(c2)OCO3)c1
-6,-2,-5,-10,-4,0,0,-0.7,-9,-3,COc1ccc(/C=N/NC(=O)C(C)n2cnc3ccccc3c2=O)cc1OC (centres undefined)
2,4,0,-2,-1,-4,4,-0.8,7,-20,Cn1ccsc1=NC(=O)c1ccc(OC(F)(F)F)cc1
7,9,-4,-7,-8,-3,2,-0.1,-14,2,Cn1ncc(Cl)c1C(=O)Nc1ccc(CN2CCCCC2)cc1
6,-5,-11,-20,13,-1,0,1.1,-6,-18,Cc1c(=O)n(OCc2ccccc2)c2ccccc2[n+]1[O-]
2,20,-4,-1,-11,0,-2,-1.1,3,-19,Cc1cc(N2C(=O)C(O)=C(C(=O)c3ccc(C)o3)C2c2ccc(OCc3ccccc3)cc2)no1 (centres undefined)
-5,0,-5,-25,5,-3,-8,2.0,-8,-39,COc1ccc([C@@H]2[C@H]3CN(C(C)=O)CC=C3C(C#N)=C(N)C2(C#N)C#N)c2ccccc12
-2,-6,-3,-4,-10,2,-1,0.1,6,2,CCCOC(=O)CCn1c(=S)oc2ccccc21
-1,0,-1,-1,12,3,-2,0.2,-6,1,Cc1ccc(C)c(S(=O)(=O)Nc2ccc(S(=O)(=O)Nc3ncccn3)cc2)c1
-4,2,-8,-4,6,0,-8,-0.4,14,2,CC(=O)O[C@H]1C[C@@H]2CC[C@@H]3[C@H](CC[C@@]4(C)[C@H]3C[C@H]([N+]3(C)CCCCC3)[C@@H]4OC(C)=O)[C@@]2(C)C[C@@H]1[N+]1(C)CCCCC1
1,-5,-3,-4,3,2,8,0.9,1,1,Cc1ccc(C(CC(=O)O)Nc2nc(N3CCCCC3)nc(N3CCCCC3)n2)cc1 (centres undefined)
0,-9,3,4,-2,12,3,0.5,-2,6,COc1ccc(CC(=O)NCc2nnc(SCc3ccc([N+](=O)[O-])cc3)n2C)cc1
-10,-5,-2,5,-5,6,-5,-0.3,7,1,CCOc1ccccc1N1CCN(CC(=O)Nc2ncc(C)s2)CC1
3,3,0,-7,1,1,1,-0.1,-6,0,Cc1ccc(/C=C2/SC(=O)N(CC(=O)N3CCOCC3)C2=O)s1
-6,-4,6,11,-6,3,2,-0.2,2,5,CCOc1ccccc1NC(=O)C1CCCCN1S(=O)(=O)c1ccc(F)cc1 (centres undefined)
0,-9,1,5,3,2,8,0.3,-1,-2,COc1cccc(-c2csc(N3CCN(C(=O)Nc4ccccc4Cl)CC3)n2)c1
3,-9,-5,-3,-6,3,8,0.7,1,-2,Cc1ccccc1Cn1c(CN2CCN(C(=O)c3ccco3)CC2)nc2c1c(=O)n(C)c(=O)n2C
-7,0,-3,-8,14,3,7,0.8,-7,0,CC(=O)c1cc2c(=O)c3ccccc3oc2nc1C
0,-10,3,3,-2,3,-5,0.2,1,2,COc1ccc(OC)c(C2c3[nH]c4ccccc4c3C[C@H]3C(=O)N(C4CC4)CC(=O)N23)c1 (some centres undefined)
-11,6,-3,1,1,3,10,0.0,7,-2,O=[N+]([O-])c1cccc(COc2ccccc2CO)c1

# The list continues:
DDE Tn7 FP inh,TDP2 absorb,ADAM17 inh,ADAM10 inh,ARFGAP1 inh,LEDGF integ inh,DDE Tn6 FP inh,KLK7 zymogen act,ASAP1 inh,PLC-gamma1 inh,compound
7,11,-8,-4,-10,-6,2,0.4,-1,1,CSc1ccc(/C=N/N2CCN(C)CC2)cc1
3,-7,3,-2,-2,4,2,-1.9,-6,-14,CCc1nc2ccc(C(=O)NCC3CCCCC3)cn2c1N(C)Cc1ccc(OC)cc1
2,-6,6,6,-14,3,6,-0.3,-13,2,CCn1cc(C(=O)NCCCOC(C)C)c(=O)c2cc(S(=O)(=O)N3CCOCC3)ccc21
-3,-6,-53,-153,9,1,1,-0.4,6,-20,Fc1cccc2sc(Nc3nc4cc5c(cc4s3)OCCO5)nc12
-4,-1,1,1,5,6,-1,0.6,-1,6,COc1ccc(OC)c(S(=O)(=O)Nc2cc3c4c(c2)CCN4C(=O)CC3)c1
-6,7,3,9,4,1,-1,-0.4,-2,-7,COc1ccc(C(CNC(=O)c2cccc(S(=O)(=O)N(C)c3ccccc3)c2)N2CCCC2)cc1 (centres undefined)
2,-10,-6,-6,5,-3,-1,-0.5,2,-17,COc1ccc(C(=O)Nc2nnc(-c3ccco3)s2)cc1
-1,9,-210,i,3,0,9,16*,-10,i,CCN(CC)CCOc1cc2c(nn1)Oc1ccccc1N2C
4,6,-4,2,2,0,-6,-0.1,-7,2,Cc1cc([N+](=O)[O-])nn1CCCC(=O)Nc1cc(Oc2ccc(F)cc2)cc([N+](=O)[O-])c1
2,-5,-2,-5,0,3,-1,-0.4,1,0,COC(=O)C1=C(N)Oc2cc(C)[nH]c(=O)c2C1c1ccncc1 (centres undefined)
5,-17,-24,-57,12,-3,4,21*,2,-16,COc1cc2c(cc1OC)CN(CCC(C)c1ccc(Cl)cc1)CC2 (centres undefined)
-4,5,0,-3,2,-1,8,-0.1,3,-4,Cc1[nH]c2ccccc2c1CCC(N)=O
-2,3,-1,1,·,10,3,·,·,-3,C[C@H]1[C@H](NCc2cccnc2)CC[C@@]23CCCN2C(=O)CCC[C@@H]13
-8,-6,5,-2,6,5,-1,0.4,7,4,CCN(C(=O)COC(=O)c1c(C)nn(-c2ccccc2)c1C)C1CCS(=O)(=O)C1 (centres undefined)
7,-1,-6,-8,-6,0,0,0.0,12,0,O=C(COc1cccnc1[N+](=O)[O-])Nc1cccc(S(=O)(=O)N2CCCCC2)c1
5,-5,1,-13,-11,-6,6,-1.2,-5,1,Cc1ccc(NC(=S)NCC2CCCO2)c(OC(F)F)c1 (centres undefined)
-3,-12,5,-2,-9,2,8,0.2,-12,3,O=C(NCC1OCCCN1S(=O)(=O)c1cc(F)ccc1F)C(=O)NC1CCCC1 (centres undefined)
2,-7,2,12,5,6,5,-0.4,-9,6,CCS(=O)(=O)c1ccc2oc(SCC(=O)NCCc3ccccc3)nc2c1
-4,-4,-4,-5,5,2,-4,0.6,-5,0,COc1ccc(CN(C)CC(=O)c2c(N)n(Cc3ccccc3)c(=O)n(C)c2=O)c(OC)c1
2,26*,0,2,-4,4,2,0.0,6,-18,O=[N+]([O-])c1cc([N+](=O)[O-])c2cc(-c3cccnc3)[nH]c2c1
7,1,0,-3,-2,2,4,-0.9,-6,-4,CNS(=O)(=O)c1cc(NC(C)=O)c(C)cc1C
-1,4,-3,-5,-5,3,3,-0.9,11,-3,O=C(CN1C(=O)C2CC=CCC2C1=O)Nc1nnc(SCc2ccc(F)cc2)s1 (centres undefined)

# High-throughput results deposited in PubChem BioAssay by The Scripps Research Institute Molecular Screening Center.
